High-throughput results deposited in PubChem BioAssay by National Center for Advancing Translational Sciences (NCATS).
BAZ2B block = blocks human BAZ2B. AlphaScreen BAZ2B-H3K14Ac peptide displacement. Potency, µM (top dose mostly 114 µM), inactives show at the highest dose activity change, negative = inhibition, actives largely listed as inhibitors. actives 4.4% (n = 360,000); further: on the % scale 0 is the no-effect control and ±100 the full control effect; nearly all actives have a fitted effect of over 60% in size
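BAZ2B (50 nM) with biotin-H3(5-23)K14Ac peptide (50 nM) in PBS pH 7.4, 0.01% Tween-20, preformed 30 min, then compound 30 min at room temperature; top concentration 110uM. AlphaScreen streptavidin donor/nickel chelate acceptor beads (10 ug/mL final), 20 min dark, signal read.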
G9a inh = blocks human histone lysine methyltransferase G9a; Potency, µM (series often up to 102 µM), for inactives: at the highest dose activity, negative = inhibition, hits mostly inhibitors; AID 504332; Q96KQ7; G9a H3K9 monomethylation, AlphaScreen, 2 h; actives 8.8% (n = 350,000); further: on the % scale 0 is the no-effect control and ±100 the full control effect; nearly all actives have a fitted effect of over 75% in size
Target sequence (Q96KQ7 913-1193 limits assumed): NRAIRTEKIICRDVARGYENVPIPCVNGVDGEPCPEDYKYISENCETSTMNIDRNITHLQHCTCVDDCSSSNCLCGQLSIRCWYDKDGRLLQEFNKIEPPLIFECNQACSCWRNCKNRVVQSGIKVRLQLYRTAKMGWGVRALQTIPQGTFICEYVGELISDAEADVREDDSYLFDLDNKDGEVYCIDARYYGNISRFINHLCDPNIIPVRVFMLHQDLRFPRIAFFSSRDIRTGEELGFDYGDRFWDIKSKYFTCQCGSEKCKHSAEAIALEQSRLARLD
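Signal arises when biotinylated H3K9 peptide, once monomethylated, bridges streptavidin donor and antibody-captured acceptor beads. Enzyme at 20 nM was preincubated 15 min with test compounds; peptide 500 nM and SAM 20 uM then reacted for 2 h.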
POLI inh = DNA polymerase iota (human) inhibition. Q9UNA4. Pol iota fluorescent replication assay, 10 min. Potency, µM (top dose mostly 115 µM), for inactives: top-dose activity, negative = inhibition, actives largely listed as inhibitors. actives 1% (n = 390,000)
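Fluorescent replication assay read twice, at 0 min and 10 min after adding 50 nM (final) substrate. Enzyme (10 nM) and compounds were first incubated 15 min at room temperature; enzyme-free buffer wells were negative controls.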
Pol kappa inh = DNA polymerase kappa (human) inhibition; AID 588579; purified Pol kappa, fluorescent DNA synthesis assay, 10 min; Q9UBT6; Potency, µM (series often up to 107 µM), for inactives: top-dose activity, negative = inhibition, usual class: inhibitors; actives 0.53% (n = 400,000); further: on the % scale 0 is the no-effect control and ±100 the full control effect
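50 nM final substrate added after 15 min RT preincubation of 10 nM Pol kappa with compound; fluorescence read at 0 and 10 min.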
BLM helicase inh = inhibitors of human Bloom syndrome helicase BLM | P54132 | recombinant BLM DNA unwinding, fluorescence dequenching | Potency, µM (series often up to 56.1 µM), without a hit: at the highest dose activity change, negative = inhibition, most hits filed as inhibitors | actives 0.2% (n = 350,000) | AID 2528;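 further: plate controls were vehicle for no effect and no enzyme for full effect; nearly all actives have a fitted effect of over 35% in size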
APEX1 inh = APE1 (human) endonuclease inhibition. AID 2517. actives 0.35% (n = 350,000). recombinant APE1, TAMRA/BHQ-2 abasic DNA cleavage fluorescence. Potency, µM (doses to about 65.8 µM), for inactives: at the top dose activity change, negative = inhibition, usual class: inhibitors;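 further: plate controls were vehicle for no effect and reference inhibitor for full effect; nearly all actives have a fitted effect of over 55% in size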
Target sequence (P27695 whole entry, looked up): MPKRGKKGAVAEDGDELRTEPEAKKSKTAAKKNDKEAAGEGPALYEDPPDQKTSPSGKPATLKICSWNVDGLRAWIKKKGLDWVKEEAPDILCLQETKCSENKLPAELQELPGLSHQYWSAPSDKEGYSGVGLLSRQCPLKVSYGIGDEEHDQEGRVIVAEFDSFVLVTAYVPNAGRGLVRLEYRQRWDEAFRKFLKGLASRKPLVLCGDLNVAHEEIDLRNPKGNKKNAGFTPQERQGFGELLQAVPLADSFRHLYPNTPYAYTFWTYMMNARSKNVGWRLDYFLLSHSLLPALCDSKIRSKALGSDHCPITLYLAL
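APE1 at 0.75 nM final was preincubated with compound 15 min at room temperature, then 50 nM double-stranded THF abasic-site substrate (5'-TAMRA/3'-BHQ-2) was added. Fluorescence (ex 525/em 598 nm) was read kinetically; third-minus-first read gave activity.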
Pol beta inh = DNA polymerase beta (human) inhibition. P06746. Pol beta primer extension/strand displacement, fluorescence kinetic. Potency, µM (highest dose often 114 µM), for inactives: at the highest dose activity change, negative = inhibition, usual class: inhibitors. actives 1.3% (n = 340,000). AID 485314; further: on the % scale 0 is the no-effect control and ±100 the full control effect
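Pol beta (10 nM) and compounds were preincubated 15 min at room temperature, then 50 nM substrate (final) started primer extension/strand displacement. Reads were taken at 0 and 10 min; concentration-response data were fitted to a four-parameter Hill equation.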
Anesthetic bind = binds horse apoferritin like a general anesthetic | P02791 | apoferritin/1-aminoanthracene competitive binding, fluorescence | Potency, µM (titrated, usually from 77.5 µM), without a hit: at the top dose activity change, negative = displacement, actives largely listed as inhibitors | actives 0.074% (n = 350,000) | AID 485281; further: on the % scale 0 is the no-effect control and ±100 the full control effect; nearly all actives have a fitted effect of over 20% in size
Target sequence (P02791 2-175 limits assumed): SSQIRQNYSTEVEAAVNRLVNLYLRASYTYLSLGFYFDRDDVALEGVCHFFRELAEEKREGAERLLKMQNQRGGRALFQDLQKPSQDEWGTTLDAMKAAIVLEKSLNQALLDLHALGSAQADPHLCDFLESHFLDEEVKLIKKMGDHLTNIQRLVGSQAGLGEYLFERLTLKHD
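Concentration-response curves derived by four-parameter Hill fitting of normalized fluorescence, where compounds displaced 1-AMA from 10 uM horse apoferritin following a brief 10 min room-temperature incubation; propofol titration acted as positive control.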
Pol eta inh = blocks human DNA polymerase eta activity; recombinant Pol eta, fluorescent DNA replication assay; Potency, µM (top dose mostly 114 µM), for the others: top-dose activity change, negative = inhibition, hits mostly inhibitors; Q9Y253; actives 1.2% (n = 390,000); further: on the % scale 0 is the no-effect control and ±100 the full control effect
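Pol eta (10 nM) was preincubated with compounds for 15 min at room temperature, after which fluorescent replication substrate (50 nM final) was added to start the reaction. Fluorescence was read kinetically at 0 and 10 min.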
Numbers without * were called inactive; ? = inconclusive; . = no result given; & = joins results of further samples; ! = not confirmed by another sample; [ ] = dose if it differs, or a comment. The call rests on the fitted dose curve; in most records, active means well fitted curve in the direction sought with a large enough effect; inconclusive means small, poorly fitted or top-dose-only effect, or another doubt; inactive means no such curve, though single readings can be large; an effect the other way counts as inactive or inconclusive. Potency means the concentration at half of the fitted maximal effect. The list is partial; rates above refer to the full screens.

item | SMILES | BAZ2B block | G9a inh | POLI inh | Pol kappa inh | BLM helicase inh | APEX1 inh | Pol beta inh | Anesthetic bind | Pol eta inh
1 | O=C(O)c1c(-c2ccccc2)oc2ccc(OCc3c(F)cccc3Cl)cc12 | -31.8% | -16.4%[59 µM] | ? | 1.6% | -0.9% | . | ? | -8.7% | -6.1%
2 | O=C(CN1C(=O)NC2(CCCCCC2)C1=O)Nc1ccc(Cl)c([N+](=O)[O-])c1 | . | . | ? | -4.0% | . | -7.8% | . | . | -8.2%
3 | CCN1CCN(S(=O)(=O)c2ccc(Cl)c(C(=O)NC3CC3)c2)CC1 | -1.0% | 2.3%[59 µM] | 8.8% | -2.1% | . | 37.4% | . | . | -23.5%
4 | CS(=O)(=O)c1ccc(C(=O)NCc2ccc(F)cc2)cc1 | -5.6% | 21.8%[59 µM] | 72.5%[activator] | -2.0% | -2.1% | -8.7% | -27.5% | -2.8% | -11.6%
5 | O=C(c1ccccc1C(=O)N1CCN(c2ccccc2)CC1)N1CCN(c2ccccc2)CC1 | -23.9% | -50.8% | 13.8% | -3.6% | -9.7% | 2.9% | 0.4% | -1.3% | -10.2%
6 | Cc1ccc(S(=O)(=O)N2CCCC(CCC(=O)NCc3ccccc3F)C2)s1 (stereo unspecified) | -9.3% | . | -9.9% | 7.4% | 1.6% | 1.8% | 20.0% | -7.3% | -3.0%
7 | COc1ccc(-c2nnc(SCC(=O)NC(C)c3ccccc3)o2)cc1OC (stereo unspecified) | 18.4% | -8.2%[59 µM] | 10.3% | -6.8% | 1.4% | -5.8% | 0.9% | -11.7% | -0.3%
8 | Cn1c(SCC2CCCO2)nnc1-c1ccncc1 (stereo unspecified) | 2.0% | -18.8% | -6.3% | -7.8% | -2.9% | 15.1% | -0.3% | -8.2% | 0.8%
9 | COc1ccc(NC(=O)CS(=O)CC(=O)N2CCN(C3CCCC3)CC2)cc1 (stereo unspecified) | -0.7% | -39.3% | 40.5%[activator] | -17.2% | -0.8% | 27.4% | 11.2% | -2.4% | 2.9%
10 | COc1ccccc1C1=Nn2c(nc3sc(C(=O)Nc4ccccc4Cl)c(C)c3c2=O)SC1 | ? | -32.8%[59 µM] | 0.3% | -5.2% | -6.7% | . | -8.5% | -14.5% | 2.3%
11 | CCc1cc2cccc(C)c2nc1SCC(=O)c1ccc(NC(C)=O)cc1 | -6.2% | 10.0%[59 µM] | 1.6% | -5.9% | -8.9% | 0.5% | ? | 5.6% | -14.3%
12 | O=C(N1CCOCCOc2ccccc2OCCOCC1)C(F)(F)F | -3.9% | -6.4% | 6.5% | 8.0% | -8.2% | 36.3% | 1.2% | -8.9% | -16.8%
13 | C=C(C)[C@H]1CC[C@]2(CO)CC[C@]3(C)[C@@H](CC[C@H]4[C@@]5(C)CC[C@@H](O)C(C)(C)[C@@H]5CC[C@@]43C)[C@H]12 | . | 9.3%[21.5 µM] | . | -5.6%[12 µM] | 2.2%[21.4 µM] | -10.4%[21 µM] | . | 11.0%[29.3 µM] | .
14 | CCN1CCC(NC(=O)Nc2ccccc2C(=O)OC)CC1 | -17.0% | -39.9% | -12.5% | 2.8% | -0.2% | -1.7% | 9.6% | -7.0% | 4.8%
15 | Cc1cc(C)n(-c2ncc(C#N)cn2)n1 | -1.1% | -9.0%[59 µM] | 60.5%[activator] | 1.1% | -10.5% | 2.8% | 0.3% | -6.0% | -8.5%
16 | COc1cc2[nH]c(=O)n(CCC(=O)N3CCN(c4ccc(Cl)cc4)CC3)c(=O)c2cc1OC | 2.6% | 2.4%[59 µM] | 16.4% | 14.6% | -1.9% | . | 3.5% | 18.0% | -7.0%
17 | Cc1ccc(S(=O)(=O)N(C)C)cc1NC(=O)c1c(-c2c(F)cccc2Cl)noc1C | -5.7% | -3.7% | 53.7%[activator] | -1.3% | -4.8% | -2.9% | ? | -3.0% | -20.6%
18 | COc1ccc(-c2noc(N3CCN(c4ccc(Cl)cc4)CC3)n2)cc1OC | 4.7% | 5.1%[59 µM] | 2.9% | -10.6% | -2.4% | . | 2.2% | 1.5% | -11.2%
19 | O=[N+]([O-])c1cc(Cl)ccc1Oc1ccc(-c2nnco2)cc1 | -24.1% | ? | 157.2%[activator] | -21.3% | -2.3% | -12.3% | -1.5% | -19.6% | -12.9%
20 | O=C(Nc1ccc(Cl)c(Cl)c1)Nc1nccs1 | -35.4% | ? | 11.7% | -9.2% | -3.6% | -3.6% | -17.1% | 8.0% | -12.5%
21 | Cc1cc(NC(=O)COC(=O)c2ccc([N+](=O)[O-])cc2Cl)no1 | 9.8% | 0.7%[12.7 µM] | 8.4% | -10.3% | . | -4.4% | . | . | -8.1%
22 | CCOC(=O)N1CCC(N2CCCC(C(=O)c3cc(C)c(OC)c(C)c3)C2)CC1 (stereo unspecified) | 4.5% | 21.9%[0.501 µM] | 78.5%[activator] | 3.9% | -1.3% | -1.5% | 7.4% | -12.7% | -14.9%
23 | CCOc1cc(C(=O)Nc2ccccc2F)cc(Br)c1OCC | -3.3% | 14.2%[59 µM] | 19.8% | -8.2% | 0.3% | 1.1% | -9.5% | -9.4% | -25.3%
24 | COc1ccc(CN2CCNC(=O)C2CC(=O)NC2CCCCCCC2)cc1OC (stereo unspecified) | -24.4% | -6.5% | 45.8%[activator] | 4.6% | -0.8% | 37.1% | 43.1% | ? | -5.1%
25 | Cc1cc(OCCN2CCOCC2)ccc1Cl | ? | 10µM* | 10.8% | -6.2% | -2.2% | -1.4% | 6.4% | -16.1% | -8.9%
26 | O=C(Nc1cccc(C(F)(F)F)c1)c1ccccc1NC(=O)C1CCCCC1 | 7.5% | 14.2%[59 µM] | 9.8% | -4.2%[60.1 µM] | 0.3% | 3.2% | 7.9% | -10.8% | 5.0%
27 | CCCNC(=O)NC(=O)CSc1nc(C)cs1 | 2.3% | 2.7% | 49.3%[activator] | -8.8% | -0.7% | -1.2% | -1.2% | -9.1% | -15.3%
28 | O=C1CSC(c2cccnc2)N1c1ccc(Cl)cc1 (stereo unspecified) | 12.9% | 1.2% | 133.7%[activator] | 3.8% | -1.4% | -4.4% | -9.3% | -2.5% | -3.2%
29 | CCCn1c(SCC(=O)Nc2c(C)cccc2CC)nnc1C(C)C | 6.5% | 4.9%[12.7 µM] | 16.0% | 3.9% | 0.5% | 13.1% | ? | 4.6% | -12.0%
30 | CCN(CC)c1ccc(NS(=O)(=O)c2ccc(OC)cc2)cc1 | 39.8µM* | 15.8µM* | 44.7%[activator] | 2.1% | -9.4% | -0.7% | 17.2% | ? | -9.6%
31 | COc1ccc2cc(/C=N/O)c(Cl)nc2c1 | 2.1% | 17.3% | 136.1%[activator] | -3.7% | 4.1% | 1.5% | 8.5% | -0.3% | 5.3%
32 | Cc1ccc2nc(COc3cccc(NC(=O)Nc4ccc(C)c(Cl)c4)c3)cc(=O)n2c1 | 1.9% | 6.7%[59 µM] | 15.8% | -11.3%[60.1 µM] | 0.3% | . | 4.1% | 6.9% | -18.4%
33 | CCCCC[C@H](CC(=O)NO)C(=O)N[C@H](C(=O)N1CCC[C@H]1CO)C(C)C | . | 9.47µM*! | 6.8%[58.9 µM] | -24.1%[60.1 µM] | . | 0.7% | 10.1%[57.1 µM] | . | -1.0%[57.1 µM]
34 | COc1ccccc1NS(=O)(=O)c1ccc(Cl)c(NC(=O)c2sc3cc(Cl)ccc3c2Cl)c1 | -14.6% | 10.4% | 89.3%[activator] | -21.1% | 0.7% | -1.7% | 0.9% | -6.3% | -1.0%
35 | Cc1onc(-c2ccccc2Cl)c1C(=O)Nc1ccc(S(=O)(=O)N2CCCC2)cc1 | -12.4% | ? | -13.6% | -0.7% | 0.6% | -8.8% | -22.0% | -17.8% | -15.6%
36 | O=C(Nc1nc2cc3c(cc2s1)OCCO3)c1cccc(N2C(=O)CCC2=O)c1 | 0.2% | . | -12.6% | 6.8% | -2.2% | -6.4% | -24.7% | -0.8% | -15.5%
37 | COC1=C/C(=C/c2c(N)n3nc(-c4ccc(C)cc4)sc3nc2=O)C=CC1=O | 50.1µM* | ? | 14.1µM* | -9.5% | ? | 1.2% | 56.2µM* | ? | 22.4µM*
38 | Cc1ccsc1CN1CC(=O)N(c2c(C)cccc2C)C1=S | 0.7% | 12.5%[59 µM] | 99.9%[activator] | -3.1% | -8.2% | 12.4% | 30.9% | -1.2% | -17.5%
39 | O=C(NC(=S)N(Cc1ccccc1)Cc1ccccc1)C1CCCCC1 | 29.2% | -19.5% | -11.6% | 6.0% | 4.3% | -8.0% | 10.5% | -6.7% | -11.6%
40 | O=C(Nc1ccc2c(c1)CCCN2C(=O)c1cccs1)c1ccccc1 | ? | 13.1% | -12.3%&8.6% | -20.2% | -4.9%&1.1% | -13.9% | 11.8%&2.0% | 6.0%&-5.7% | 0.4%&-13.3%
41 | O=C(Nc1ccc(S(=O)(=O)N2CCCCC2)cc1)c1ccccc1F | 1.5% | 19.8% | -9.4% | -2.1% | -1.3% | 32.5% | 25.0% | ? | -23.0%
42 | C#CCOCCOCCOCCNc1nc(N2CCN(C(=O)[C@H](CCCCN)n3cc(CN)nn3)CC2)nc(N2CCN(C(=O)[C@H](CCC(=O)O)n3cc([C@@H](N)CCSC)nn3)CC2)n1 | . | . | ? | -17.1% | . | -13.6% | . | . | -9.9%
43 | CN(CC(=O)Nc1ccc(OC(F)(F)F)cc1)S(=O)(=O)c1cnc[nH]1 | 1.4% | . | 56.1%[activator] | -5.2% | 1.1% | -11.4% | 36.2% | 0.7% | -0.7%
44 | CC(=O)CN1Cc2ccccc2/C1=N\C(=O)Nc1ccccc1 | 4.6% | -5.9%[59 µM] | 39.3%[activator] | -6.1%[60.1 µM] | 0.9% | -0.9% | 6.9% | -14.3% | -1.0%

Some entries already given, showing only Pol eta inh and BAZ2B block:
no. | SMILES | Pol eta inh | BAZ2B block
42 | C#CCOCCOCCOCCNc1nc(N2CCN(C(=O)[C@H](CCCCN)n3cc(CN)nn3)CC2)nc(N2CCN(C(=O)[C@H](CCC(=O)O)n3cc([C@@H](N)CCSC)nn3)CC2)n1 | -9.9% | .
41 | O=C(Nc1ccc(S(=O)(=O)N2CCCCC2)cc1)c1ccccc1F | -23.0% | 1.5%
44 | CC(=O)CN1Cc2ccccc2/C1=N\C(=O)Nc1ccccc1 | -1.0% | 4.6%
